Screening results: PubChem BioAssay, several laboratories
T cell HTS – modulates CD8 T cell binding to vesicles | 2C CD8+ T cell-vesicle binding, flow cytometry; hits give low values | calls only at 7 µM | 330,000 tested, 0.068% active | AID 2052;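 active = response, share of CD8 T cells binding vesicles, and their 90th percentile fluorescence all below set limits, cut at about 80% in these data, passing the limit was not always enough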
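Benchmarks: naked versus QL9-loaded vesicles / Assay system: purified 2C TCR transgenic mouse naive CD8+ T cells / Technique: high-throughput flow cytometry with anti-B7-1 and anti-CD8 staining / Timing: Cell–vesicle co-incubation 1.5 h at 37 °C, staining 20 min on ice / Read-out: percent CD8+ FL2 mean versus row control / Probe or stimulus: QL9-loaded Drosophila micro-vesicles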
Salmonella PhoP GFP – inhibitors of PhoP regulon expression, primary screen, Salmonella Typhimurium, GFP reporter (AID 1863); S. Typhimurium PhoP-regulated promoter GFP reporter, 4 h; higher % means a stronger effect; inhibition, % at 50 µM; hits with a dose series show IC50 in µM; 300,000 tested, 0.16% active;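 active = inhibition over 29.93%, a cutoff 3 SD above the screen mean, later confirmed by dose response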;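 also: 0% = low Mg2+ inducing control and 100% = high Mg2+ repressing control; strong numbers were not always called active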
Dynein cargo inh – dynein cargo transport inhibition; 3617.4 mouse cells, GR-EGFP nuclear translocation imaging; test concentration mostly 20 µM; stimulated with dexamethasone, 1 µM; hits give low values; z-score, hits read low; 220,000 tested, 0.47% active;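 active = plate z-score of nuclear minus cytoplasmic receptor signal below a set negative limit, without overly bright fluorescence or cell loss, cut at about -3.5 in these data, passing the limit was not always enough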;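 also: z-score of nuclear minus cytoplasmic ring GR-EGFP intensity difference per well; some compounds called inactive have numbers as strong as hits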
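Also added: dexamethasone, 1.0 µM final. Medium: tet-free, stripped-serum medium. Detection: fixed, Hoechst-stained cells imaged at 10x for EGFP. Read-out: nuclear-to-cytoplasmic GR-EGFP distribution per well. Times: induction 48 h, compound 1 h, agonist 30 min.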
Autophagy mod – autophagy modulation, high-content screen. MEF GFP-LC3 puncta imaging; test concentration mostly 10 µM. calls only at 10 µM (by protocol). 190,000 tested, 0.98% active;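 active = percentage of spot-positive cells more than 3 SD above its plate mean, without a fluorescence outlier flag or 80% toxicity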;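 also: spot-positive cell cutoff set from DMSO-treated cells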
Hep lipid drop – modulators of hepatic lipid droplet formation; AML12 mouse hepatocytes, oleate lipid droplets, BODIPY imaging; inhibition, % at 6.5 µM; 240,000 tested, 0.4% active; AID 1656;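 active = lipid droplet intensity inhibited by at least 50%, with more than 500 cells counted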
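System: AML12 hepatocytes (mouse). Probe or stimulus: oleic acid at 100 µM to induce lipid droplet formation. Times: overnight treatment with compound plus oleate. Detection: Image-based BODIPY and DAPI two-channel analysis. Evaluation: percent inhibition of filter-corrected integrated lipid droplet intensity per well.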
MT stabilize HCS – stabilizes microtubules in HeLa cells | HeLa tubulin immunostaining HCS, 24 h; share of cells brighter than vehicle mean+2SD | % tubulin-high responders, % at 10 µM | 200,000 tested, 0.83% active | AID 2205;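 active = plate Z-score above 3 for both tubulin-high and condensed-nucleus cell shares, with cell loss under 80%, at 10 µM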;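 also: anti alpha tubulin signal scored within the nucleus-defined area of each cell; some results filed as inactive read as strong as hits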
b-catenin transl – alters nuclear translocation of beta-catenin in HeLa cells | 190,000 tested, 0.3% active | nuclear translocation activity, % at 5 µM | AID 1665 | immunofluorescence imaging;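 active = nuclear translocation activity above 50% at 5 µM, with a well cell count of 50 or more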;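 also: per-cell ratio of nuclear to cytoplasmic median beta-catenin stain intensity; plate controls were DMSO negative control for no effect and GSK-3 inhibitor IX positive control for full effect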
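Test system: human HeLa cell line; Doses: 5 µM primary, 0.02–20 µM confirmation; Incubation: 24 h compound exposure, 37°C; Detection: beta-catenin immunofluorescence imaging with DAPI; Read-out: beta-catenin nuclear/cytoplasmic ratio, % activation.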
Ins promoter up – MIN6 insulin promoter up-regulation; MIN6 insulin promoter-GFP reporter, high-content imaging; hits give high values; z-score at 5 µM; 190,000 tested, 0.3% active; AID 1625;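 active = z-score above 3 at 5 µM with at least 500 cells counted in the well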
CSM14.1 death rescue – rescue of cells from ER stress-induced death, primary screen, 384-well, CSM14.1, thapsigargin, ATP luminescence (AID 1222) | CSM14.1 thapsigargin-induced death rescue, ATP luminescence; higher % means a stronger effect | one-dose cellular ATP content (survival), % at 20 µM; EC50 in µM for titrated hits | 190,000 tested, under 10 active;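 active = EC50 below 50 µM in the dose-response confirmation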;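 also: death triggered by thapsigargin at about 15 µM added after 2 h compound pretreatment; cell ATP read after overnight thapsigargin exposure of roughly 18 to 22 hours; normalized against plate controls of thapsigargin alone and 5% DMSO vehicle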
Dynein cargo inh cytoplasmic EGFP – also measured in Dynein cargo inh; calls as there; z-score; measured here: cytoplasmic GR-EGFP intensity; hits give high values
Dynein cargo inh nuclear GR-EGFP – recorded beside Dynein cargo inh, whose call it bears; z-score; measured here: nuclear GR-EGFP intensity;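 lower value marks the stronger effect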
Dynein cargo inh cell count – second read-out of Dynein cargo inh, no call of its own (marks repeat the call); z-score; measured here: cell count per field
Ins promoter up cell count – recorded beside Ins promoter up, whose call it bears; cell count; measured here: cytotoxicity, nuclei count;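 total cells summed across four imaged fields per well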
Hep lipid drop cells 6.5 µM – second read-out of Hep lipid drop, no call of its own (marks repeat the call); cell count; measured here: cell count, cytotoxicity flag;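 cells counted across two imaged fields per well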
b-catenin transl cell count 5 µM – further read-out of b-catenin transl, marked with its call; cell count; measured here: cell count, cytotoxicity flag
T cell HTS vesicle-bound % – second read-out of T cell HTS, no call of its own (marks repeat the call); double positive events, %; measured here: CD8+ vesicle-bound cell fraction;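 binding gate set so that unloaded-vesicle control wells show 10% double positive cells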
MT stabilize HCS Hoechst-high % – second read-out of MT stabilize HCS, no call of its own (marks repeat the call); % Hoechst-high responders; measured here: nuclear condensation Hoechst responders;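 share of cells brighter than vehicle mean plus two SD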
MT stabilize HCS cytotoxicity % – further read-out of MT stabilize HCS, marked with its call; toxicity, %; measured here: cytotoxicity by cell density;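 0% = mean cell density of plate MIN control wells and 100% = no cells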
Autophagy mod cell loss 18 h – recorded beside Autophagy mod, whose call it bears; toxicity, %; measured here: cell loss, nuclei count;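 cell loss after 18 h compound exposure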
* hit, by the source's call; i = inactive; nt = not tested or not shown; + = active, no number.

SMILES	T cell HTS	T cell HTS vesicle-bound %	Salmonella PhoP GFP	Dynein cargo inh	Dynein cargo inh cytoplasmic EGFP	Dynein cargo inh nuclear GR-EGFP	Dynein cargo inh cell count	Autophagy mod	Autophagy mod cell loss 18 h	Hep lipid drop	Hep lipid drop cells 6.5 µM	MT stabilize HCS	MT stabilize HCS Hoechst-high %	MT stabilize HCS cytotoxicity %	b-catenin transl	b-catenin transl cell count 5 µM	Ins promoter up	Ins promoter up cell count	CSM14.1 death rescue
CCOC(=O)C1CCCN(Cc2ccc3c(c2)OCO3)C1 (stereo unspecified)	i	11	-5%	0.12	-0.21	0.021	-0.34	i	1	10	736	2.8	2.2	7.4	3.3	971	nt	nt	-2.2%
CC[n+]1c(/C=C/Nc2ccccc2)oc2ccc(OC)cc21	i	51	-13%	-0.4	0.024	-0.76	-0.013	i	4	7	676	2.8	1.6	5.0	0.6	1518	-1.6	977	-2.2%
CCN(CC)c1ccc(NC(=O)COC(=O)/C=C/c2nc3ccccc3s2)cc1	i	52	-13%	-1.2	-0.27	-0.5	0.66	i	6	1	645	6.4	2.6	11	2.2	956	0.06	1531	-1.3%
CN(C)C(=O)C(NC(=O)c1ccccc1)=C(Cl)Cl	i	23	3%	-0.14	-0.33	0.013	0.16	i	13	26	693	5.0	2.3	5.4	-0.2	1090	-0.28	1286	-0.2%
CC(=O)c1c(C)[nH]c(C2=NNC(=NCc3ccccc3)SC2)c1C	i	24	-11%	-0.86	-0.31	0.27	-0.54	i	4	-3	732	1.5	1.8	5.6	-1.8	1072	1.2	1131	-2.0%
COc1ccc2c(=O)c(-c3ccccc3)c(C)oc2c1	i	27	23%	-0.11	-0.19	-0.17	-0.16	i	1	nt	nt	1.0	1.0	4.8	0.2	1368	-0.23	1495	-0.9%
O=C(CSc1nc2cc(Cl)ccc2s1)NC(=O)NCc1ccco1	i	34	-2%	-0.78	-0.24	-0.22	1.1	i	14	nt	nt	4.2	2.0	6.1	-4.5	910	0.89	1137	0.2%
Brc1ccc(CSc2nnc(-c3ccco3)o2)cc1	i	44	24%	0.66	-0.12	0.48	0.78	i	-2	-3	651	7.2	1.9	3.1	0.1	503	0.69	1105	1.9%
c1ccc(C2c3[nH]c4ccccc4c3CCN2Cc2cccn2-c2cccnc2)nc1 (stereo unspecified)	i	61	0%	-0.67	-0.29	-0.3	1.3	i	-2	7	690	1.6	1.6	7.2	-0.1	1563	nt	nt	0.9%
CC1(C)CC(=O)C=C(Nc2ccc(OCC(F)(F)C(F)F)cc2)C1	i	50	11%	-1.1	-0.24	-0.43	0.68	i	5	-10	642	8.1	3.4	10	-0.1	1030	-0.38	1227	nt
O=C(Cn1c(Cc2ccccc2)nc2ccccc21)NCc1ccc2c(c1)OCO2	i	54	14%	-0.69	-0.16	-0.4	-0.31	i	8	-21	733	5.2	1.6	9.2	-1.0	1113	-1	1443	-1.4%
Cc1cccc(NS(=O)(=O)c2cnc[nH]2)c1	i	9	13%	0.049	-0.27	0.99	-0.019	i	11	-19	775	1.8	3.6	9.9	0.2	569	0.04	1291	-3.3%
COC(=O)COC(=O)CC(CC(N)=O)c1ccccc1 (stereo unspecified)	i	49	-8%	-0.4	-0.23	-0.0065	0.34	i	-1	nt	nt	2.8	2.1	7.6	-2.9	1026	0.77	1365	-0.6%
O=c1oc2ccccc2cc1-c1nc2c(s1)CCc1ccccc1-2	i	38	11%	-2.6	5.5	-0.28	0.62	+	-8.4*	-20	663	2.6	2.2	2.9	nt	nt	1.2	1365	-2.3%
Cc1ccc(S(=O)(=O)CCC(=O)OCc2ccc(Cl)cc2)cc1	i	33	11%	-0.49	-0.27	-0.49	0.56	i	1	14	680	2.1	1.7	5.4	2.0	1149	0	1356	-0.5%
O=C(CC1NCCc2ccccc21)Nc1ccc(Cl)cc1 (stereo unspecified)	i	45	4%	0.66	-0.28	0.59	-0.53	i	-1	nt	nt	2.0	3.0	8.6	0.8	1039	-0.07	1231	0.6%
CCOCCCN(C(=O)Cn1nnc2ccccc21)C(C(=O)NCc1ccco1)c1ccncc1 (stereo unspecified)	nt	nt	-6%	-0.19	-0.19	0.16	0.11	i	24	11	736	4.4	1.8	5.9	-5.7	1207	0.31	1263	-1.6%
Cc1ccccc1/C=C/c1nc2ccccc2c(=O)n1CCc1ccccc1	i	41	-12%	-0.25	-0.19	-0.25	-0.54	i	13	26	645	1.7	4.6	6.9	-0.4	1062	-0.93	1504	1.7%
O=C(COC(=O)COc1ccccc1)Nc1ccccc1OC(F)F	i	19	12%	-0.32	-0.21	-0.16	0.51	i	-1	nt	nt	1.5	1.7	6.9	-1.0	578	1.2	1558	-0.2%
CCOC(=O)c1cc2c(nc1N)CCCC2	i	26	5%	0.22	-0.18	0.53	0.27	nt	nt	-15	625	nt	nt	nt	0.0	1342	0.62	1049	nt
CC1=CC(C)C(C(=O)O)C(C(=O)Nc2cccnc2)C1 (stereo unspecified)	i	36	-12%	-0.85	-0.12	-0.11	0.2	i	-24	-1	724	3.5	2.5	11	-0.4	1555	nt	nt	0.9%
O=C(CNC(=O)c1ccc2ccccc2c1)OCC(=O)N1CCN(S(=O)(=O)c2ccc3ccccc3c2)CC1	i	29	5%	-0.15	0.91	-0.067	-0.71	i	-16	0	646	3.5	1.1	6.9	0.5	920	nt	nt	-0.3%
CCc1ccc(C(=O)CN(C#N)c2nc(C)cc(C)n2)cc1	i	23	17%	0.34	-0.25	-0.8	0.51	i	-2	nt	nt	2.5	1.9	8.8	0.6	1393	-0.5	1609	-8.2%
COc1cc(C(=O)Nc2cccc(C)c2C)c(Br)c(OC)c1OC	i	37	2%	-0.61	-0.31	-0.21	1	i	22	-2	668	3.1	2.8	1.5	8.9	813	-0.08	1305	0.1%
Cc1cc(=O)n(CCc2ccccc2)c(O)c1C#N	i	45	6%	-0.84	-0.22	-0.55	0.9	i	-4	6	758	4.2	2.4	2.6	-1.0	1148	0.28	1145	0.8%
O=C(NCc1ccc(F)cc1)c1cc2sccc2n1Cc1ccc(F)cc1	i	36	4%	-0.4	-0.13	-0.18	1.2	i	-1	-34	714	2.3	2.4	7.5	3.0	1138	-0.06	940	1.7%
O=C(CSc1ncn[nH]1)N1CCN(c2nnc(-c3ccccc3)c3ccccc23)CC1	i	23	6%	-0.2	-0.2	0.56	0.38	i	23	-11	656	3.7	1.7	8.7	-3.3	1128	-0.43	1642	-0.2%
O=C(O)CCc1nn2c3ccccc3n(CCN3CCCCC3)c2nc1=O	i	43	34%	4	-0.024	1.5	-1.7	i	-6	1	722	0.9	0.8	12	nt	nt	-0.12	1066	-1.1%
O=C(C#Cc1ccccc1)c1ccc([N+](=O)[O-])cc1	nt	nt	-1%	-1.8	1	-0.71	-1.1	i	-8	10	737	1.4	1.0	2.8	nt	nt	-1.3	866	-1.2%
Cc1cc(O)ccc1N/C=C1\CCCC1=O	i	40	8%	0.88	-0.11	0.86	-1.5	i	8	14	699	2.8	2.4	4.4	-5.1	544	-0.43	507	-1.7%
C#CCOC(=O)c1csc2nnsc12	i	23	5%	-0.28	-0.061	0.22	-0.33	i	-7	1	728	2.7	2.1	6.7	1.0	491	nt	nt	-1.8%
CCOC(=O)c1cc(C(=O)n2cc(Cl)cn2)nn1C	i	42	7%	-0.33	-0.3	0.44	0.59	i	9	8	672	6.8	2.6	7.4	-2.8	595	0.15	1289	-1.8%
CCc1ccc(C2NC(C(=O)O)CS2)cc1 (stereo unspecified)	nt	nt	-16%	0.022	-0.28	0.67	1.2	i	-4	10	721	0.9	1.4	3.3	2.2	1033	1.8	807	-3.6%
Clc1ccc2nc(CSc3nnc4ccccn34)cn2c1	i	38	-2%	-1.2	-0.22	-1.1	0.78	i	-2	nt	nt	1.5	1.3	5.3	-0.4	1402	-0.29	1378	-0.7%
CC(=O)/C(=C/c1ccccc1)C(=O)Nc1ccccc1C	i	51	-2%	-6.7*	1.5*	-2.7*	1.3*	i	-1	22	663	3.3	1.9	17	-2.1	1066	-0.3	1256	-2.1%
O=C(Nc1ccccc1)c1n[nH]c(Cn2cncn2)n1	i	48	-5%	-0.035	-0.34	0.16	-0.33	i	-23	nt	nt	2.3	2.2	9.9	nt	nt	nt	nt	1.9%
